Apaf-1 inh: inhibitors of human Apaf-1 apoptosome; 0.71% of 330,000 active; inhibition, % at 20 µM; O14727; reconstituted apoptosome caspase-3 activity, DEVD-Rh110 fluorescence; active = inhibition of at least 40% at 20 µM;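 note: plate controls were DMSO wells for no effect and DEVD-CHO caspase inhibitor wells for full effect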
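detection = Rh110 fluorescence intensity | test system = biochemical Apaf-1 apoptosome reconstitution | also added = cytochrome c and DEVD-Rh110 substrate | schedule = 30 min plus 50 min, RT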
SENP7 inh: blocks the human protease SENP7; Q9BQF6; recombinant SENP7, Z-RLRGG-aminoluciferin luminescence, 40 min; inhibition, % at 5 µM; 1.5% of 330,000 active; AID 434973;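 active = inhibition above about 50% at the single test dose, limit read from the data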;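 note: plate controls were DMSO with enzyme for no effect and no enzyme buffer wells for full effect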
NALP3 yeast inh: NALP3 inhibition in yeast; Yeast reconstituted NLRP3/ASC/caspase-1, beta-gal luminescence, 24 h; inhibition, % at 10 µM; 0.39% of 330,000 active;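 active = inhibition of 50% or more; inactive = inhibition below 50%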;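 note: plate controls were induced DMSO wells for no effect and uninduced yeast grown without galactose for full effect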
SENP8 block-1: blocks the human protease SENP8. Q96LD8. purified SENP8, Z-RLRGG-aminoluciferin cleavage, luminescence. inhibition, % at 10 µM. 1.2% of 330,000 active. AID 2540; in the data active = inhibition above about 50%
Target sequence (Q96LD8 whole entry, looked up): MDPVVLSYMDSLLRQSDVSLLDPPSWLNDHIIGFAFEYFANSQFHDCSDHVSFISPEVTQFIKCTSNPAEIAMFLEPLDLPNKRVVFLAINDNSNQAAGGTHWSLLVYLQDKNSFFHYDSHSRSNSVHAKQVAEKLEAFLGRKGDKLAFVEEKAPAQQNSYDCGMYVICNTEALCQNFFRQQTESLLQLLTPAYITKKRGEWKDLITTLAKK
HKDC1 inhibitor: HKDC1 (human) hexokinase inhibition. Q2TB90. recombinant HKDC1, G6PDH/diaphorase resazurin coupled fluorescence. inhibition, % at 20 µM. 0.16% of 340,000 active. AID 493160;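 active = inhibition above about 35% when tested at 20 µM, limit read from the data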;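 note: plate controls were DMSO wells with enzyme for no effect and DMSO wells lacking enzyme for full effect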
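System: Recombinant HKDC1 hexokinase | Amount: HKDC1 at 5 µg/mL | Reagent: Glucose with 1 mM ATP | Doses: Single 20 µM dose | Incubation: Reaction time 90 min, room temperature, protected from light | Signal: Coupled resazurin fluorescence, excitation 525 nm, emission 613 nm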
SENP8 block-2: SENP8 (human) protease inhibition | Q96LD8 | recombinant SENP8, Nedd8 substrate fluorescence | inhibition, % at 20 µM | 0.64% of 360,000 active | AID 602440; in the data active = inhibition mostly above about 40%, no sharp cut-off; inactive = mostly below about 27%
PfG6PD inh: PfG6PD (Plasmodium falciparum) enzyme inhibition. AID 504690. 0.78% of 350,000 active. PfGluPho enzyme, NADPH resazurin-diaphorase fluorescence. inhibition, % at 20 µM;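 active = inhibition reaching at least a set limit at 20 µM in the primary screen, cut at about 59% in these data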;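 note: 0% = DMSO wells with substrate and 100% = DMSO wells lacking glucose-6-phosphate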
SENP1 inh: blocks the human SENP1 SUMO protease catalytic domain | Q9P0U3 | recombinant SENP1 catalytic domain, CyPet-SUMO1-YPet FRET cleavage | inhibition, % at 10 µM | 0.21% of 360,000 active | AID 624204;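 active = inhibition at least 30% at 10 µM, raw YFP signal under a set limit, fluorescence ratio 0.5 to 1.5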;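 note: 0% = enzyme with DMSO and 100% = no enzyme wells; some results filed as inactive read as strong as hits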
Target sequence (Q9P0U3 419-644 limits assumed): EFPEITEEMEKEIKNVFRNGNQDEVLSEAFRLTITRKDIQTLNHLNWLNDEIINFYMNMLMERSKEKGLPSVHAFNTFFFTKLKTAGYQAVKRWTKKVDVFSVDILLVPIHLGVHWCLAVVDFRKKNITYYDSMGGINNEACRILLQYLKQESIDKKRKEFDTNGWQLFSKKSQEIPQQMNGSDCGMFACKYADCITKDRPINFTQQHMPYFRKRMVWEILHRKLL
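material = recombinant human SENP1 catalytic domain, His6-tagged | quantity = 20 pM enzyme | reagent = 25 nM SUMO1 FRET substrate | compound dosing = 10 µM single point, 0.5% DMSO | timing = 50 min enzyme reaction, room temperature, light-protected | detection = FRET, CFP and YFP emission | control set = no-enzyme low, enzyme-DMSO high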
SENP6 inh: blocks the human protease SENP6. inhibition, % at 10 µM. 1.8% of 330,000 active. AID 2599. Q9GZR1. Recombinant SENP6 catalytic domain, aminoluciferin luminescence;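 active = inhibition above about 50% at the single tested dose, limit read from the data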;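 note: plate controls were DMSO wells with enzyme for no effect and DMSO wells lacking enzyme for full effect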
Target sequence (Q9GZR1 628-1112 limits assumed): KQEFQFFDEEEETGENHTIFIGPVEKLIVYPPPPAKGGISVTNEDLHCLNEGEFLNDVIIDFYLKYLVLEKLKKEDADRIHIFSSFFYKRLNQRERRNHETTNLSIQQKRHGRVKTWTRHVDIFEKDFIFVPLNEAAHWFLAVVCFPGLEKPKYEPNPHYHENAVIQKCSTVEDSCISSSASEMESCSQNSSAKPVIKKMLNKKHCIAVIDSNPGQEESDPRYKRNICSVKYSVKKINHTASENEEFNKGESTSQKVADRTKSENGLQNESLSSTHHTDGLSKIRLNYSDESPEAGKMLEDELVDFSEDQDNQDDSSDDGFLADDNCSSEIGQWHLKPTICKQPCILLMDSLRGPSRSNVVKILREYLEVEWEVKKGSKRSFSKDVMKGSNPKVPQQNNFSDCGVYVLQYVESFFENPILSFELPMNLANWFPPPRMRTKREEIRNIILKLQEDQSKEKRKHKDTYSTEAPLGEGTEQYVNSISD
The depositor's hits bear a star; · = not tested or not shown. Random draw from the library, and some 4.1% of all compounds hit somewhere here.

Letters – A = Apaf-1 inh; B = SENP7 inh; C = NALP3 yeast inh; D = SENP8 block-1; E = HKDC1 inhibitor; F = SENP8 block-2; G = PfG6PD inh; H = SENP1 inh; I = SENP6 inh
> Cc1ccc(S(=O)(=O)/N=C(\CSC(N)=O)Nc2ccccc2)cc1
  A = 3	B = -5	C = 10	D = -5	E = 0	F = 11	G = 6	H = 1	I = -13
> CC(=O)N1CCN(C(=S)NC(=O)c2ccc(F)cc2)CC1
  A = -2	B = 15	C = 8	D = 0	E = -3	F = -4	G = -7	H = 1	I = -8
> CC(C)C(=O)NCC(c1cccs1)S(=O)(=O)c1ccc(F)cc1 (stereo not given)
  A = 2	B = 0	C = 15	D = 1	E = -6	F = 12	G = 7	H = 1	I = -2
> CCCCC(=O)NNC(=O)CC(=O)Nc1ccccc1C(=O)O
  A = -23	B = 3	C = -7	D = 2	E = -5	F = 8	G = -12	H = 3	I = 3
> O=C(C[n+]1cccc(Br)c1)c1ccccc1
  A = 2	B = -1	C = 9	D = 5	E = 1	F = 25	G = 0	H = 0	I = 6
> COC(=O)c1c(N)sc(C(C)=O)c1C
  A = 1	B = -7	C = 2	D = -3	E = -4	F = -7	G = -9	H = 1	I = -7
> COc1cc(C=O)ccc1OCCOCCOc1ccc(Cl)cc1Cl
  A = 15	B = -7	C = 14	D = 3	E = 5	F = 19	G = 5	H = 3	I = -26
> Cc1cc(NC(=O)COC(=O)C2CCN(S(=O)(=O)c3cccc(Cl)c3Cl)CC2)no1
  A = 11	B = -7	C = 2	D = -4	E = 3	F = 32	G = -8	H = 0	I = -26
> c1ccc(CC2CCCNC2)cc1 (stereo not given)
  A = -2	B = -11	C = -1	D = 1	E = -8	F = 15	G = 14	H = -5	I = -6
> O=C(CSc1nnnn1-c1ccc(Cl)cc1)N1CCc2ccccc2C1
  A = 17	B = 1	C = 56*	D = -3	E = -5	F = 28	G = 1	H = -2	I = -6
> O=C(Cn1cc(COc2ccc(Br)cc2[N+](=O)[O-])nn1)c1ccc(O)cc1
  A = ·	B = ·	C = ·	D = ·	E = 31	F = 36	G = 16	H = -1	I = ·
> O=C(NCCc1ccc(F)cc1)c1n[nH]c2ccccc12
  A = -8	B = 1	C = 1	D = -1	E = -2	F = 10	G = 6	H = 2	I = 9
> CCOC(=O)c1c(CNc2ccncc2)n(C)c2cc(Br)c(O)cc12
  A = -6	B = -1	C = 12	D = -6	E = -3	F = 4	G = 3	H = 2	I = -7
> COc1ccccc1NS(=O)(=O)c1cccc(C(=O)N/N=C(\C)c2cccnc2)c1
  A = 2	B = -7	C = 10	D = -10	E = -4	F = -4	G = -6	H = 2	I = 0
> COc1cc(/C=C/C(=O)N2CCN(c3ccccn3)CC2)cc(OC)c1OC
  A = 0	B = -3	C = 8	D = 3	E = 0	F = -10	G = 4	H = 0	I = 2
> Cc1cc(C)nc(SCC(=O)NN=Cc2ccc(C)o2)n1
  A = 14	B = -7	C = 10	D = -14	E = 0	F = 3	G = 6	H = -1	I = -17
> O=C(NC(Cc1ccccc1)C(=O)O)/C(=C/c1ccco1)NC(=O)c1cccc(Br)c1 (stereo not given)
  A = 14	B = 8	C = 15	D = 3	E = -5	F = -21	G = -7	H = -14	I = 17
> COc1ccccc1N(CC(=O)NCCSCc1cccc(C)c1)S(=O)(=O)c1ccccc1
  A = 30	B = 1	C = 10	D = 0	E = 0	F = 5	G = 7	H = 3	I = 3
> COc1ccc(S(=O)(=O)NCc2ccccc2)cc1
  A = -5	B = 2	C = 10	D = 6	E = -3	F = 8	G = 7	H = 3	I = 4
> COc1ccc(C(=O)CC(Nc2ccc([N+](=O)[O-])cc2)c2ccc(OC)cc2)cc1 (stereo not given)
  A = 1	B = -1	C = 18	D = -1	E = -6	F = 27	G = 6	H = -4	I = -9
> N#CCCn1nc(-c2ccccc2)cc1Nc1ccccc1NC(=O)c1cccs1
  A = 6	B = 3	C = 13	D = 1	E = 4	F = 22	G = 8	H = 0	I = 0
> Cc1cc(=O)n2nc(N3CCC(C(=O)NCc4cccnc4)CC3)sc2n1
  A = 7	B = 0	C = 11	D = -9	E = 1	F = 7	G = -8	H = 0	I = -15
> COc1ccc(Cl)cc1N1C(=O)C2CCCN2C1c1sccc1C (stereo not given)
  A = 5	B = 0	C = 9	D = -7	E = -3	F = 15	G = -1	H = 1	I = -7
> Cc1cnc([N+](=O)[O-])n1CCOC(=O)c1cccc(F)c1
  A = -1	B = 6	C = 11	D = 0	E = -3	F = 7	G = -3	H = 1	I = -14
> CC(=O)Nc1ccc(SCC(=O)Nc2cc(C)on2)cc1
  A = -13	B = 1	C = 14	D = -1	E = 0	F = 13	G = 11	H = -1	I = 2

Of the compounds above, these contain a COOH group.
Letters – A = Apaf-1 inh; B = SENP7 inh; C = NALP3 yeast inh; D = SENP8 block-1; E = HKDC1 inhibitor; F = SENP8 block-2; G = PfG6PD inh; H = SENP1 inh; I = SENP6 inh
> CCCCC(=O)NNC(=O)CC(=O)Nc1ccccc1C(=O)O
  A = -23	B = 3	C = -7	D = 2	E = -5	F = 8	G = -12	H = 3	I = 3
> O=C(NC(Cc1ccccc1)C(=O)O)/C(=C/c1ccco1)NC(=O)c1cccc(Br)c1 (stereo not given)
  A = 14	B = 8	C = 15	D = 3	E = -5	F = -21	G = -7	H = -14	I = 17

Remaining list, next part.
Letters – A = Apaf-1 inh; B = SENP7 inh; C = NALP3 yeast inh; D = SENP8 block-1; E = HKDC1 inhibitor; F = SENP8 block-2; G = PfG6PD inh; H = SENP1 inh; I = SENP6 inh
> COc1ccccc1C(=O)Nc1ccc(NC(=O)C2CCCCC2)nc1
  A = 7	B = -4	C = 29	D = -7	E = -3	F = -1	G = 17	H = 0	I = 8
> COc1cc(CC(=O)NCCc2ccc(S(N)(=O)=O)cc2)cc(OC)c1OC
  A = 0	B = 3	C = 8	D = 1	E = -2	F = 18	G = 0	H = 2	I = 1
> Cc1ccc(C(=O)NNC(=O)OC(C)(C)C)c(Cl)c1
  A = -4	B = -5	C = 7	D = 1	E = -4	F = 8	G = 6	H = 0	I = -6
> COC(=O)c1ccc(/C=N/NC(=S)NC(C)C)cc1
  A = -18	B = 9	C = -4	D = -3	E = -7	F = -38	G = -8	H = 1	I = 6
> c1cc2cc(-c3c(-c4ccc5c(c4)OCO5)noc3-c3ccsc3)ccc2[nH]1
  A = 9	B = -9	C = 7	D = 0	E = -1	F = -2	G = 30	H = 1	I = 3
> CCC1CCCCN1CCCNC(=O)C1CCCN(c2ncnc3c2nc2n3CCCCC2)C1 (stereo not given)
  A = 11	B = 0	C = 3	D = -6	E = 6	F = 13	G = -8	H = 0	I = -5
> Fc1ccc2[nH]c3c(Cl)ncnc3c2c1
  A = 7	B = -2	C = 14	D = 0	E = -6	F = -363	G = -2	H = -7	I = 4
> FC(F)(F)Oc1ccccc1-c1nnc(-c2cccc(C(F)(F)F)c2)o1
  A = 3	B = -7	C = 2	D = -11	E = 7	F = 0	G = 13	H = 2	I = -17
> COc1ccc(C(CC(=O)Nc2ccccn2)N2Cc3ccccc3C2=O)cc1 (stereo not given)
  A = 4	B = -3	C = 19	D = 4	E = -7	F = 15	G = 5	H = -1	I = 3
> CCOC(=O)C1(CCCc2ccccc2)CCN(C(=O)CCn2cncn2)CC1
  A = 6	B = 3	C = 17	D = 0	E = 0	F = 4	G = 9	H = 3	I = -1
> COc1ccc(NC(=O)c2ccc(=O)[nH]c2)cc1S(=O)(=O)N1CCOCC1
  A = -1	B = -4	C = 7	D = -2	E = 7	F = 8	G = 4	H = -2	I = -12
> c1cc2ccc3ccc(CN4CCOCC4)c4ccc(c1)c2c34
  A = 9	B = 3	C = 26	D = -1	E = -9	F = -106	G = 16	H = -55	I = -12
> C/C(NCCN1CCOCC1)=C(\C#N)C(N)=O
  A = 8	B = -14	C = 9	D = -9	E = -9	F = 10	G = -17	H = -1	I = -23
> CCCCOc1c(Cl)cc(C(=O)N(C)CC(=O)Nc2ccc(N3CCOCC3)cc2)cc1OCC
  A = 9	B = -1	C = 23	D = 1	E = -3	F = -2	G = 13	H = -1	I = 3
> CN(CC(=O)Nc1c(Cl)cccc1Cl)C(=O)c1cccc(-n2cccc2)c1
  A = 0	B = -2	C = 15	D = 1	E = 6	F = 11	G = 6	H = 2	I = 5
> CC1(C)CC(CCNC(=O)CCl)(c2ccccc2)CCO1 (stereo not given)
  A = -3	B = 0	C = 17	D = -1	E = -5	F = 21	G = -14	H = 0	I = -3
> Oc1ccc(N=Nc2ccccc2)cc1
  A = 3	B = 68*	C = 24	D = 74*	E = 1	F = 29	G = -15	H = 1	I = 82*
> Cc1nnc(SCC(=O)NCC(=O)Nc2ccc(F)c(F)c2F)n1N
  A = 2	B = 5	C = 10	D = -8	E = -6	F = -8	G = 12	H = -2	I = -4
> O=C(Nc1ccc2c(c1)CCC2)c1cc(F)cc(F)c1
  A = 10	B = 77*	C = 36	D = 70*	E = 6	F = 4	G = 13	H = -2	I = 72*
> CC(CCCC(C)(C)O)NC(=O)c1ccc2oc(CCc3ccccc3)nc2c1 (stereo not given)
  A = -5	B = 14	C = 12	D = -8	E = -2	F = 5	G = -2	H = 2	I = 10
> N#Cc1cn(-c2cccc(C(F)(F)F)c2)c(=O)[nH]c1=O
  A = 4	B = 4	C = 8	D = 12	E = 1	F = 12	G = 1	H = -4	I = -3
> COC(=O)c1ccccc1S(=O)(=O)N1CCC(C(=O)OCC(=O)NC2CCCCC2C)CC1 (stereo not given)
  A = -4	B = 7	C = 3	D = -6	E = -3	F = 11	G = -8	H = 2	I = -16
> O=C(ONC1=NCCCCC1)c1cccc([N+](=O)[O-])c1
  A = -1	B = 4	C = 8	D = -4	E = -10	F = 3	G = -8	H = 1	I = -5
> Cc1ccc(S(=O)(=O)N2CC3CCCN3c3ccc(C(F)(F)F)cc32)cc1 (stereo not given)
  A = 16	B = -3	C = 5	D = 2	E = 1	F = 19	G = 20	H = -1	I = 5
> CCN(CC)C(=O)c1cc2cc([N+](=O)[O-])ccc2s1
  A = -3	B = 9	C = 9	D = -12	E = -6	F = 25	G = 1	H = 1	I = -7
> CCOC(=O)CSc1nc2ccc(N3CCOCC3)cc2c(=O)n1Cc1ccccc1
  A = 10	B = 3	C = -4	D = -2	E = 19	F = -283	G = 15	H = -56	I = 7
> CN1/C(=C\C(=O)COC(=O)c2ccc(O)c(O)c2)C(C)(C)c2ccccc21
  A = 5	B = 3	C = 17	D = 3	E = -1	F = ·	G = -42	H = ·	I = 1
